# Source: PubChem BioAssay
# AmpC inh detg: inhibitors of E. coli AmpC beta-lactamase with detergent | AmpC hydrolysis of nitrocefin, absorbance 480 nm, 0.01% Triton | AID 485294 | 370,000 compounds, 0.041% hits | P00811 | Potency, µM (series often up to 114 µM), without a hit: at the top dose activity change, negative = inhibition, most hits filed as inhibitors;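 also: potency is read from the fitted curve at half-maximal effect; 0% = no-compound wells and -100% = no-enzyme wells; nearly all actives have a fitted effect of over 25% in size; some results filed as inactive show a strong effect at the top dose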
# Target sequence (P00811 whole entry, looked up): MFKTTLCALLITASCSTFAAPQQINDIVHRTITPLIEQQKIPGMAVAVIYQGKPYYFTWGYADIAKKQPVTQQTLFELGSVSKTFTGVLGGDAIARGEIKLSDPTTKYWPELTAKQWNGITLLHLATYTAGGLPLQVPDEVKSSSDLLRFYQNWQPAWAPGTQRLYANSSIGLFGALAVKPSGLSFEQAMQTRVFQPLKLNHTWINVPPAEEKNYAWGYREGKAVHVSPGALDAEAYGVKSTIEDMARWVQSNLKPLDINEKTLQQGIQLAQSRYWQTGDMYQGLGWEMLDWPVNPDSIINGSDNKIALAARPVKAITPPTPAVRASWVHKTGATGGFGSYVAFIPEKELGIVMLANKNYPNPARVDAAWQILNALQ
#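 20 mM phosphate pH 7.0 + 0.01% (detergent screen) or 0.0001% Triton X-100; 5.3 nM AmpC reagent; cpd preinc 15 min RT; nitrocefin (800 uM stock) to start; A480 q20 s × 4 min; Activity was normalised to no-enzyme and no-compound control wells.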
# LmPK inhibitor: LmPK (Leishmania mexicana) enzyme inhibition | Q27686 | purified LmPK, Kinase-Glo ATP luminescence, 1 h | Potency, µM (top dose mostly 57.5 µM), inactives show top-dose activity change, negative = inhibition, actives largely listed as inhibitors | 290,000 compounds, 0.37% hits; also: potency is read from the fitted curve at half-maximal effect
# Target sequence (Q27686 whole entry, looked up): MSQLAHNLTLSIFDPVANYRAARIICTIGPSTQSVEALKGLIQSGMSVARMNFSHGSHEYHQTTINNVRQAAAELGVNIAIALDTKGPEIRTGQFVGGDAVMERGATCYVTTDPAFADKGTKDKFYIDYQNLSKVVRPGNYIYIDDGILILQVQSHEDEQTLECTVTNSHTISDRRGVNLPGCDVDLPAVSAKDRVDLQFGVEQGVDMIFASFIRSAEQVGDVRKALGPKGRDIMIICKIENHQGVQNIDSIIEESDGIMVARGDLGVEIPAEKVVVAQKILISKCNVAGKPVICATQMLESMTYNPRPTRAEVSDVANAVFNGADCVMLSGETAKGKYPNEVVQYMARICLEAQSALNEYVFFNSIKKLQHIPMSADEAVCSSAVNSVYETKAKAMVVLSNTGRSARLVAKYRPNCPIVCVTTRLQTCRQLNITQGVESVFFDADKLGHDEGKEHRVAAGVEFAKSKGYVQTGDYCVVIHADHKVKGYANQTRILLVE
#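 Kinase-Glo luminescence read after 1 h RT reaction of 0.1 nM LmPK with 0.5 mM PEP and 0.1 mM ADP. Activity scaled between uninhibited and enzyme-free controls.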
# AmpC inh no detg: inhibitors of E. coli AmpC beta-lactamase without detergent | P00811 | AmpC nitrocefin hydrolysis, absorbance 480 nm, 0.0001% Triton | Potency, µM (doses to about 57.1 µM), for inactives: top-dose activity change, negative = inhibition, hits mostly inhibitors | 330,000 compounds, 0.52% hits | AID 485341;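 also: potency is read from the fitted curve at half-maximal effect; plate controls were no compound for no effect and no enzyme for full effect; nearly all actives have a fitted effect of over 20% in size; some results filed as inactive show a strong effect at the top dose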
#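 AmpC (5.3 nM in the dispensed reagent) in 20 mM phosphate pH 7.0 with 0.01% (detergent screen) or 0.0001% Triton X-100 was preincubated with compounds for 15 min at room temperature. Nitrocefin was then added from an 800 uM solution, and hydrolysis was followed at 480 nm.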
# Sm TGR inh: blocks Schistosoma mansoni thioredoxin glutathione reductase. purified TGR, DTNB reduction, TNB absorbance 405 nm. AID 485364. 360,000 compounds, 3% hits. Potency, µM (top dose mostly 114 µM), for inactives: top-dose activity change, negative = inhibition, usual class: inhibitors; also: potency is read from the fitted curve at half-maximal effect; nearly all actives have a fitted effect of over 60% in size
#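 First, TGR (20 nM dispensed) and NADPH were mixed with compound. Second, a 15 min room-temperature incubation followed. Third, further NADPH and then DTNB were added to start the reaction. Finally, TNB absorbance was monitored kinetically.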
# AMA1-RON2 inh: disrupts binding of P. falciparum AMA1 to RON2; 360,000 compounds, 0.2% hits; AID 720542; Potency, µM (highest dose often 58.2 µM), inactives show top-dose activity change, negative = inhibition, hits mostly inhibitors; AlphaScreen AMA1-biotinylated RON2 peptide binding;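 also: potency is read from the fitted curve at half-maximal effect; 0% = vehicle wells and -100% = peptide control; nearly all actives have a fitted effect of over 45% in size; some results filed as inactive show a strong effect at the top dose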
#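 AMA1 (3D7) with his tag at 25 nM final met compounds first, then biotinylated RON2 peptide at 25 nM; detection used donor plus acceptor beads, 10 µg/mL apiece, read by AlphaScreen after 30 min at room temperature.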
# HCMV antiviral: blocks human cytomegalovirus replication. HFF cells, HCMV-luciferase reporter, 72 h; active compounds read low. activity change, negative = inhibition, % at 57.5 µM. 410,000 compounds, 4.5% hits; in the data active = activity change below about -60%; inconclusive = no clear call, values can overlap the other calls; inactive = above about -39%
#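 Two-dose cell screen: HFF monolayers treated with compounds and infected with luciferase-expressing HCMV at 1 PFU/cell, 72 h at 37C, then lysed for luciferase measurement.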
# Tb PYK inh: inhibitors of Trypanosoma brucei pyruvate kinase. Potency, µM (top dose mostly 76.8 µM), for the others: at the highest dose activity, negative = inhibition, actives largely listed as inhibitors. TbPYK enzyme, Kinase-Glo Plus ATP luminescence, 45 min. AID 624173. Q57TT1. 410,000 compounds, 0.12% hits; also: potency is read from the fitted curve at half-maximal effect; nearly all actives have a fitted effect of over 50% in size
#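 Activity of T. brucei pyruvate kinase was followed by Kinase-Glo Plus luminescence after the enzyme reacted 45 min at room temperature with 130 uM ADP (final) and substrate. Test compounds were added before ADP at multiple concentrations.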
# * = called active by the depositor; ? = inconclusive; · = no result given; & = joins results of further samples; [ ] = another dose, or the depositor's remark. Unless noted, calls follow the shape of the dose curve; as a rule, active = well fitted curve in the direction sought with a large enough effect; inconclusive = small, poorly fitted or top-dose-only effect, or another doubt; inactive = no such curve, though single readings can be large; an effect the other way counts as inactive or inconclusive. Unless noted, % is scaled to controls: 0 for no effect and ±100 for the full control effect. Rows are unselected; about 7.4% have a hit in one of these screens.
structure	HCMV antiviral	LmPK inhibitor	Sm TGR inh	AmpC inh no detg	AmpC inh detg	AMA1-RON2 inh	Tb PYK inh
O=C(c1ccco1)N1CCCC(c2nc3c(nnn3Cc3ccc(F)cc3)c(=O)[nH]2)C1 (stereo not given)	-10.3	-0.6%	0.8%	-1.4%	3.4%	5.2%	-1.7%
COc1ccc(-n2nnnc2C2c3ccccc3C(=O)N2C2CCN(Cc3ccccc3)CC2)cc1 (stereo not given)	-15.6	·	·	·	·	-0.5%	0.3%
COc1cccc(NC(=O)c2ccc(NC(C)=O)cc2)c1	46.3	-16.4%	-3.1%	-8.2%	-9.5%	3.0%	5.6%
CC(CCc1ccccc1)NC(=O)CNC(=O)c1ccccc1Br (stereo not given)	6.0	-0.6%	3.3%	-23.4%	10.3%	-3.3%	4.9%
O=C(O)c1cccc(S(=O)(=O)N2CCN(S(=O)(=O)c3ccc4ccccc4c3)CC2)c1	-2.5	·	-12.2%	-12.9%	-15.6%	8.8%	-3.7%
Cc1cccc(OCC(O)Cn2c(=N)n(Cc3ccccc3)c3ccccc32)c1 (stereo not given)	-10.0	0.3%	-4.6%	-12.1%	-4.5%	-15.0%	-0.2%
CCC1CCCCN1S(=O)(=O)c1ccc2c(c1)CCN2C(=O)C1CCC1 (stereo not given)	-27.9	3.9%	-1.1%	0.0%	?	8.3%	0.1%
Cc1nc2c(cc1N)nc(C)n2Cc1ccccc1	-13.5	-0.7%	-15.8%	0.9%	-12.4%	0.2%	1.8%
C#CCOc1ccc(/C=C2/C(=O)N(c3ccc(S(N)(=O)=O)cc3)N=C2C)cc1OC	25.1	·	·	·	·	-13.4%	-29.3%
COc1ccc(NC(=O)CSc2ccc(-c3ccco3)nn2)cc1OC	-4.5	5.3%	44.7µM*	-6.0%	-0.6%	-7.2%	-5.2%
NS(=O)(=O)c1cccc(NC(=S)NCc2ccccc2)c1	18.5	-0.1%	?	-25.0%	-1.4%	-5.5%	-10.4%
Cc1cc(C)n2nc(CNS(=O)(=O)c3cccc(Cl)c3)nc2n1	-21.3	·	-2.1%	·	0.8%	·	1.0%
COc1ccc2c(CC(=O)N3CCN(S(=O)(=O)c4ccc(F)cc4)CC3)coc2c1	13.9	·	2.1%	-14.5%	-9.5%	-4.6%	5.2%
Cc1ccc(CNC(=O)C2CCN(S(=O)(=O)c3ccc4nc5c(c(C(=O)O)c4c3)CC(C)CC5)CC2)cc1 (stereo not given)	-12.7&12.5	1.9%	-11.3%&16.6%	-11.8%	-10.9%&12.8%	-6.3%	9.5%&0.7%
CCOc1ccc(CCNC(=O)CN(C)S(=O)(=O)c2cccc3nsnc23)cc1OCC	23.4	-5.5%	-19.5%	48.0%	-5.9%	2.8%	-24.4%
Cc1cccc(N(C(=O)c2snc(C(N)=O)c2N)C(C(=O)NCc2ccccc2)c2ccncc2)c1 (stereo not given)	-34.9	8.2%	8.0%	-3.3%	-10.7%	-14.1%	0.1%
CCn1cc(CNC(=O)c2cc([N+](=O)[O-])c(C)c([N+](=O)[O-])c2)cn1	4.9	1.0%	-0.7%	-20.5%	?	-0.3%	0.1%
O=C(CN1C(=O)N/C(=C\c2ccccc2OCc2ccc(C(=O)O)cc2)C1=O)Nc1ccc(F)cc1	95.1	7.8%	-1.4%	-42.4%	-7.6%	3.2%	0.0%
CC(=O)OCCCCCCCCCCC[N+]1(C)CCCCC1	20.1	6.4%	-17.1%	24.8%	0.9%	-6.9%	-10.2%
O=C(Nc1ccc(SC(F)F)cc1)c1ccc2nccnc2c1	-77.7*	7.5%	-2.9%	-22.9%	-8.4%	11.4%	-10.2%
O=C(CCc1nc2ccccc2[nH]1)Nc1ccc2c(c1)OCCO2	8.6	-1.8%	-11.7%	-20.9%	?	-3.3%	7.3%
O=C(Nc1cc(S(=O)(=O)N2CCOCC2)ccc1O)c1ccc2c(c1)S(=O)(=O)c1ccccc1C2=O	-34.0	-2.4%	11.8%	-46.5%	?	0.2%	-16.9%
Fc1ccc(-c2ccnn2-c2ccccc2)cc1	21.1	7.4%	-8.2%	-2.3%	-5.5%	5.3%	-1.7%
C=CCNC(=O)CN1CCC(n2nnc3cc(C(F)(F)F)ccc32)CC1	5.5	-4.3%	-8.3%[57.1 µM]	123.0%[activator]	-1.3%	17.0%	0.4%
Fc1ccc(C2NCCn3cccc32)cc1 (stereo not given)	-8.4	5.7%	-8.3%	39.1%	3.3%	-5.8%	-1.6%
CCN(Cc1ccc(OC)c(F)c1)C(=O)c1oc2ccccc2c1COC	16.3	-5.8%	2.7%	60.4%[activator]	6.3%	13.0%	-3.8%
CCOC(=O)c1nc(C(=O)NCc2ccc(C)cc2)nc2ccccc12	24.0	·	·	-34.7%	·	5.4%	-4.7%
COc1ccc(CCNC(=O)[C@H](CC(C)C)NC(=O)N2CCn3c2nc2ccccc23)cc1OC	-13.0	1.9%	-1.5%	181.3%[activator]	-4.6%	64.3%[activator]	1.1%
O=C(CCNC(=O)c1ccc(Br)cc1)NCc1ccccc1F	-18.0	·	-30.7%	-9.5%	-2.0%	0.6%	0.6%
Cc1ccc(C(=O)CC2(O)C(=O)N(Cc3ccccc3F)c3ccccc32)cc1 (stereo not given)	1.8	·	-3.3%	·	-0.5%	·	-4.8%
COc1ccc(NC(=O)C2(C)Cc3c(-c4cccc(C(F)(F)F)c4)ccnc3O2)cn1 (stereo not given)	-9.1	·	·	·	·	-10.1%	0.6%
Cc1nc(C)c(-c2ccc(SCc3ccccc3F)nn2)s1	32.0	6.2%	1.9%	64.9%[activator]	-0.3%	-5.9%	-1.0%
O=C1c2cccnc2C(=O)N1c1cccc(-c2nc3ccccc3o2)c1	32.1	10.6%	2.2%	-11.2%	-0.2%	42.8%[activator]	-2.0%
O=c1cc(CN2CCCCC2)nc(C2CC2)[nH]1	-25.8	0.5%	-7.5%	-19.3%	-14.2%	14.0%	3.5%
CN(C)CCN(Cc1ccccc1)C(c1ccnc2ccccc12)c1nnnn1-c1ccc2c(c1)OCCO2 (stereo not given)	-17.2	·	·	·	·	16.3%	-12.6%
COCCOC(=O)c1c(C)oc2ccc(O)c(CN3CCC(C)CC3)c12	-9.7	-3.2%	0.0%	0.7%	-3.2%	1.6%	4.7%
O=C(Cc1cccs1)Nc1ccccc1F	4.2	-2.1%	-2.3%	-1.9%	0.1%	14.7%	0.8%
CN(C)[C@@H]1CCC[C@@H]1OC(=O)C(c1ccccc1)c1ccccc1	-37.0	-3.3%	?	3.5%	5.4%	-15.6%	-4.6%
Cc1ccccc1OCC(O)Cn1c(SC(C)C)nc2c1c(=O)[nH]c(=O)n2C (stereo not given)	5.9	0.0%	5.9%	37.4%	-11.0%	-28.8%	?
CCCCC1CC1C(=O)Nc1ncc2c(n1)CC(C)(C)CC2=O (stereo not given)	-22.1	3.1%	0.3%	-6.7%	1.2%	-7.2%	0.1%
CCOc1ccc(S(=O)(=O)N2CCN(Cc3nc4ccc(C)cc4o3)CC2)cc1	-9.5	·	0.6%	·	1.9%	·	-2.2%
CCn1cc(CNCc2c(C(=O)N3CCCCC3)nc3c(C)cccn23)cn1	-21.8	5.2%	-4.7%	-3.4%	1.9%	23.4%	-21.6%
Cc1cccc(CCNS(=O)(=O)c2ccc3c(c2)NC(=O)CO3)c1	-10.4	-3.0%	-35.0%	-32.6%	0.4%	-7.7%	-2.0%
CCn1cc(C(=O)NCC(=O)OC)c2cc(OC)c(OC)cc2c1=O	35.0	0.4%	-22.3%	-21.8%	-3.7%	-10.7%	1.2%
Cc1cccc(NS(=O)(=O)c2nnc(NC(=O)c3ccccc3F)s2)c1	-33.2	-9.5%	0.0%	-38.5%	-11.1%	-0.1%	-6.4%

# 3 structures from above, sorted by SMILES length, low to high.
structure	HCMV antiviral	LmPK inhibitor	Sm TGR inh	AmpC inh no detg	AmpC inh detg	AMA1-RON2 inh	Tb PYK inh
O=C(Cc1cccs1)Nc1ccccc1F	4.2	-2.1%	-2.3%	-1.9%	0.1%	14.7%	0.8%
Cc1nc(C)c(-c2ccc(SCc3ccccc3F)nn2)s1	32.0	6.2%	1.9%	64.9%[activator]	-0.3%	-5.9%	-1.0%
CCOc1ccc(S(=O)(=O)N2CCN(Cc3nc4ccc(C)cc4o3)CC2)cc1	-9.5	·	0.6%	·	1.9%	·	-2.2%

# Going on with the list.
structure	HCMV antiviral	LmPK inhibitor	Sm TGR inh	AmpC inh no detg	AmpC inh detg	AMA1-RON2 inh	Tb PYK inh
CCc1noc(C)c1C(=O)NCCN1C(=O)S/C(=C\c2ccc(OC)cc2)C1=O	-8.9	·	2.9%	-23.4%	-4.5%	3.7%	-13.5%
CC1(OC(=O)C2CCCC2)C(=O)C=C2C=C(c3ccsc3)N(c3ccccc3)C=C2C1=O (stereo not given)	-8.1	-1.4%[11.5 µM]	?	-18.1%	-6.4%	-12.0%	-5.6%
O=C(CS(=O)(=O)c1ccccc1)c1ccc2c(c1)OCCO2	12.0	12.6µM*	?	-18.3%	1.4%	17.1%	5.9%
Cc1cc(NC(=O)CCC(=O)N(CC(=O)NCC2CCCO2)c2ccc(C(C)C)cc2)no1 (stereo not given)	10.5	-2.7%	3.1%	100.1%[activator]	-5.8%	-3.2%	0.4%
Cc1c(Oc2cc(NN3CCCCC3)c([N+](=O)[O-])cc2[N+](=O)[O-])cccc1[N+](=O)[O-]	-25.8	-4.8%	-15.7%	0.5%	?	-4.7%	-14.9%
CC(=O)c1ccc(S(=O)(=O)Nc2ccc(-c3ccc(N4CCCCCC4)nn3)cc2)cc1	74.2	·	3.3%	·	20.6%	·	-8.4%
Cc1noc(C)c1CSCC(=O)OCC(=O)Nc1sccc1C#N	26.5	14.0%	12.1%[11.4 µM]	-26.9%	-16.5%	-0.3%	-4.1%
Cc1nnc(CN(C)C(=O)c2cc(COc3ccc(F)cc3Cl)on2)o1	·	-2.2%	-7.1%	16.0%	2.6%	9.8%	-3.6%
CCOCCOC(=O)C1=C(C)N(C)C(=O)NC1c1cc(Cl)c(O)c(OC)c1 (stereo not given)	-0.2	0.5%	-21.8%	-3.8%	5.9%	36.0%	-18.3%

# At a glance, part of the list above:
structure	HCMV antiviral	LmPK inhibitor	Sm TGR inh	AmpC inh no detg	AmpC inh detg	AMA1-RON2 inh	Tb PYK inh
Cc1nnc(CN(C)C(=O)c2cc(COc3ccc(F)cc3Cl)on2)o1	·	-2.2%	-7.1%	16.0%	2.6%	9.8%	-3.6%
CCOCCOC(=O)C1=C(C)N(C)C(=O)NC1c1cc(Cl)c(O)c(OC)c1 (stereo not given)	-0.2	0.5%	-21.8%	-3.8%	5.9%	36.0%	-18.3%
